RGS7-Gao: regulators of human RGS7-Galphao interaction; P09471; Multiplexed bead flow cytometry, RGS7-Galphao binding; actives lie on both sides; binding response (% of control), % at 10 µM; actives 0.35% (n = 220,000); AID 1439; in the data active means binding response below about 49% or above about 150%; inconclusive means no clear call, values can overlap the other calls; inactive means in between;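 further: fluorescent Galphao held in activated GDP-AlF4 state binding bead-coupled RGS7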
Target sequence (P09471 whole entry, looked up): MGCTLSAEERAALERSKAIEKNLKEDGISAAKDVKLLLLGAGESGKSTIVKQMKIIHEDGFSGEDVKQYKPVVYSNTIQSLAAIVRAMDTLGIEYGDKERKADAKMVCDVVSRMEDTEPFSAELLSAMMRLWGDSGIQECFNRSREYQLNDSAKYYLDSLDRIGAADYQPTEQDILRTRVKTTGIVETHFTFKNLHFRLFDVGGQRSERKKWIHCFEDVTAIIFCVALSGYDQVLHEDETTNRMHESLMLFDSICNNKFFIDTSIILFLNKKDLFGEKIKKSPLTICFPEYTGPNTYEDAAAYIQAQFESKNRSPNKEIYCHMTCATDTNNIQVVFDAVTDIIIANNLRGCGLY
Bim-Bfl-1: inhibitors of Bim-Bfl-1 interaction, human; Q16548; Bead-based flow cytometry, Bim-Bfl-1 binding inhibition; inhibition, % at 10 µM; actives 0.12% (n = 190,000); AID 1008;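 further: 0% = wells without compound plus tracer and 100% = blocker peptide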
RGS4-Gao reg: human RGS4-Galphao interaction regulation; binding response (% of control), % at 10 µM; actives 0.33% (n = 220,000); Multiplexed bead flow cytometry, RGS4-Galphao binding; actives lie on both sides; P09471; in the data active means binding response below about 49% or above about 150%; inactive means in between;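 further: fluorescent Galphao activated with aluminum fluoride binding bead-coupled RGS4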
Bcl-2 Bim block: inhibitors of Bim-Bcl-2 interaction, human | P10415 | Bead-based flow cytometry, Bim peptide-Bcl-2 binding | inhibition, % at 10 µM | actives 0.06% (n = 190,000); in the data active means inhibition above about 40%; inconclusive means no clear call, values can overlap the other calls;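 further: 0% = no compound wells with probe peptide and 100% = reference peptide inhibitor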
Bim-Mcl-1: human Bim-Mcl-1 interaction inhibition; Q07820; Bead-based flow cytometry, Bim peptide-Mcl-1 binding; inhibition, % at 10 µM; actives 0.1% (n = 190,000); AID 1009;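 further: 0% = no compound tracer wells and 100% = peptide blocker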
ABCB1 inh: human ABCB1 inhibition, ABCG2 as counter-screen; P08183; CCRF-Adr cells, JC-1 efflux, flow cytometry; inhibition, % at 6.6 µM; actives 0.067% (n = 190,000); in the data active means inhibition above about 40%;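 further: 0% = vehicle and 100% = reference inhibitor; higher value means more JC-1 retained so stronger ABCB1 efflux block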
RGS8-Gao reg: regulators of human RGS8-Galphao interaction; actives 0.34% (n = 220,000); multiplexed bead flow cytometry, RGS8-Galphao binding; actives lie on both sides; response (percent of control binding), % at 10 µM; in the data active means response below about 60% or above about 140%; inactive means in between;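 further: Galphao activated as the GDP aluminium fluoride complex binding bead-coupled RGS8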
Bcl-W Bim block: human Bim-Bcl-W interaction inhibition | Q92843 | bead-based flow cytometry, Bim peptide-Bcl-W binding | inhibition, % at 10 µM | actives 0.02% (n = 190,000);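 further: 0% = bound tracer without compound and 100% = peptide blocker; higher means less fluorescent Bim peptide bound to Bcl-W beads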
ABCG2 block: blocks JC-1 efflux by human ABCG2 transporter. IgMXP3 cells, flow cytometry. Q9UNQ0. AID 1325. inhibition, % at 6.6 µM. actives 0.1% (n = 190,000);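 active means inhibition above 80%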;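 further: 0% = DMSO and 100% = nicardipine control wells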
Target sequence (Q9UNQ0 whole entry, looked up): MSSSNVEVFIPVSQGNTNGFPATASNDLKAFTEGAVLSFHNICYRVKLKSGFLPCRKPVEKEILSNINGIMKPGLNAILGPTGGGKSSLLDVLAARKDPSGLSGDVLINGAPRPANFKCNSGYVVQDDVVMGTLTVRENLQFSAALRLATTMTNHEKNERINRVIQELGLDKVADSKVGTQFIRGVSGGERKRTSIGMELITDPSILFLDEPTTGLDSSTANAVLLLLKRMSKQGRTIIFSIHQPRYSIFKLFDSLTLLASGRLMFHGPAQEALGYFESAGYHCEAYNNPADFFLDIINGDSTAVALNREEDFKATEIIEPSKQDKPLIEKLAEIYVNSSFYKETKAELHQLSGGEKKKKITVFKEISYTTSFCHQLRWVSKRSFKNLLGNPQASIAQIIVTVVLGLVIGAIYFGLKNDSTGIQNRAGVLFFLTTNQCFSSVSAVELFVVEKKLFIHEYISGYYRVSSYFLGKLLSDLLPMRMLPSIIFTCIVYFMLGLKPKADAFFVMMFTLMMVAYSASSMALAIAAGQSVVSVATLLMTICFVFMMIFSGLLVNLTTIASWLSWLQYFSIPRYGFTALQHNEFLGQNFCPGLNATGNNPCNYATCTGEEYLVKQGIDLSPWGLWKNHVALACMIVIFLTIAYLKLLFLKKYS
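System: two drug-resistant human cell lines, ABCG2 and ABCB1; controls: nicardipine high and DMSO low controls; times: 10 min exposure at 25 °C with rotation, no wash; detection: flow cytometry of retained JC-1 fluorescence; read-out basis: percent efflux inhibition, scaled nicardipine 100% to DMSO 0%; doses: one concentration, 6.6 µM final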
Bim-Bcl-XL: disrupts Bim peptide binding to human Bcl-XL; AID 1007; bead flow cytometry, fluorescence; inhibition, % at 10 µM; actives 0.04% (n = 190,000); Q07817
Bcl-B Bim block: inhibitors of Bim-Bcl-B interaction, human. Q9HD36. bead-based flow cytometry, Bim peptide-Bcl-B binding. inhibition, % at 10 µM. actives 0.073% (n = 190,000);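 further: 0% = tracer peptide without compound and 100% = reference inhibitor peptide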
Starred values were filed as active, the others as inactive. Unless noted, no stated cut-off is given here; in the data, active means inhibition above about 40%.

What do the screens show for `Cc1csc(NC(=O)CNC(=O)OCc2ccccc2)n1`?
RGS7-Gao: 103; Bim-Bfl-1: -9; RGS4-Gao reg: 102; Bcl-2 Bim block: -4; Bim-Mcl-1: 0; ABCB1 inh: 0.0; RGS8-Gao reg: 103; Bcl-W Bim block: -1; ABCG2 block: 1; Bim-Bcl-XL: 0; Bcl-B Bim block: -8

How did COc1cccc(Oc2cn[nH]c2-c2ccc(O)cc2O)c1 do in these assays?
RGS7-Gao: 98; Bim-Bfl-1: -13; RGS4-Gao reg: 95; Bcl-2 Bim block: -12; Bim-Mcl-1: -1; ABCB1 inh: 0.2; RGS8-Gao reg: 98; Bcl-W Bim block: 0; ABCG2 block: 4; Bim-Bcl-XL: -10; Bcl-B Bim block: -6

What do the screens show for `COc1ccnc(CSC(N)=Nc2ccccc2OC)c1`?
RGS7-Gao: 103; Bim-Bfl-1: -4; RGS4-Gao reg: 101; Bcl-2 Bim block: -1; Bim-Mcl-1: 0; ABCB1 inh: -0.2; RGS8-Gao reg: 102; Bcl-W Bim block: -5; ABCG2 block: 2; Bim-Bcl-XL: -6; Bcl-B Bim block: -9

What do the screens show for `CCCOC(=S)Nc1ccccc1`?
RGS7-Gao: 115; Bim-Bfl-1: -7; RGS4-Gao reg: 109; Bcl-2 Bim block: -5; Bim-Mcl-1: 1; ABCB1 inh: -0.4; RGS8-Gao reg: 107; Bcl-W Bim block: 0; ABCG2 block: 0; Bim-Bcl-XL: 0; Bcl-B Bim block: -2

How did O=c1c2c(C(F)(F)F)cc(C(F)(F)F)nc2[nH]n1-c1ccccc1 do in these assays?
RGS7-Gao: 102; Bim-Bfl-1: -11; RGS4-Gao reg: 106; Bcl-2 Bim block: -6; Bim-Mcl-1: 2; ABCB1 inh: -0.1; RGS8-Gao reg: 99; Bcl-W Bim block: 2; ABCG2 block: 0; Bim-Bcl-XL: 5; Bcl-B Bim block: -8

What do the screens show for `COCCn1c(SCC(=O)Nc2ccc(N3CCOCC3)cc2)nc2ccccc21`?
RGS7-Gao: 102; Bim-Bfl-1: -1; RGS4-Gao reg: 101; Bcl-2 Bim block: -2; Bim-Mcl-1: 4; ABCB1 inh: 0.9; RGS8-Gao reg: 97; Bcl-W Bim block: -5; ABCG2 block: 10; Bim-Bcl-XL: -8; Bcl-B Bim block: -7

What do the screens show for `O=C1N(Cc2cccnc2)C[C@@H]2C[C@@H](c3ccc4nsnc4c3)N3CCC[C@@]123`?
RGS7-Gao: 94; Bim-Bfl-1: -4; RGS4-Gao reg: 100; Bcl-2 Bim block: -5; Bim-Mcl-1: -2; ABCB1 inh: 2.7; RGS8-Gao reg: 101; Bcl-W Bim block: -6; ABCG2 block: 3; Bim-Bcl-XL: -4; Bcl-B Bim block: -5

Results for COc1ccc(C(=O)n2c(SC)nc3cc4c(cc32)OCCO4)cc1 ?
RGS7-Gao: 103; Bim-Bfl-1: 0; RGS4-Gao reg: 103; Bcl-2 Bim block: 0; Bim-Mcl-1: -1; ABCB1 inh: 0.8; RGS8-Gao reg: 99; Bcl-W Bim block: 0; ABCG2 block: 1; Bim-Bcl-XL: -1; Bcl-B Bim block: -1

What do the screens show for `Cc1ccc2c3c([nH]c2c1C)-c1nonc1CC3`?
RGS7-Gao: 103; Bim-Bfl-1: 0; RGS4-Gao reg: 100; Bcl-2 Bim block: -9; Bim-Mcl-1: -2; ABCB1 inh: 0.4; RGS8-Gao reg: 101; Bcl-W Bim block: -4; ABCG2 block: 2; Bim-Bcl-XL: -5; Bcl-B Bim block: -3

What do the screens show for `NC(=O)C1(N2CCCCC2)CCN(C(=O)c2cccs2)CC1`?
RGS7-Gao: 99; Bim-Bfl-1: -8; RGS4-Gao reg: 96; Bcl-2 Bim block: -6; Bim-Mcl-1: 3; ABCB1 inh: 0.5; RGS8-Gao reg: 102; Bcl-W Bim block: -6; ABCG2 block: 2; Bim-Bcl-XL: -6; Bcl-B Bim block: -8

Four compounds drawn at random from those above, as already listed:
What do the screens show for `COCCn1c(SCC(=O)Nc2ccc(N3CCOCC3)cc2)nc2ccccc21`?
RGS7-Gao: 102; Bim-Bfl-1: -1; RGS4-Gao reg: 101; Bcl-2 Bim block: -2; Bim-Mcl-1: 4; ABCB1 inh: 0.9; RGS8-Gao reg: 97; Bcl-W Bim block: -5; ABCG2 block: 10; Bim-Bcl-XL: -8; Bcl-B Bim block: -7

How did COc1cccc(Oc2cn[nH]c2-c2ccc(O)cc2O)c1 do in these assays?
RGS7-Gao: 98; Bim-Bfl-1: -13; RGS4-Gao reg: 95; Bcl-2 Bim block: -12; Bim-Mcl-1: -1; ABCB1 inh: 0.2; RGS8-Gao reg: 98; Bcl-W Bim block: 0; ABCG2 block: 4; Bim-Bcl-XL: -10; Bcl-B Bim block: -6

What do the screens show for `NC(=O)C1(N2CCCCC2)CCN(C(=O)c2cccs2)CC1`?
RGS7-Gao: 99; Bim-Bfl-1: -8; RGS4-Gao reg: 96; Bcl-2 Bim block: -6; Bim-Mcl-1: 3; ABCB1 inh: 0.5; RGS8-Gao reg: 102; Bcl-W Bim block: -6; ABCG2 block: 2; Bim-Bcl-XL: -6; Bcl-B Bim block: -8

What do the screens show for `Cc1ccc2c3c([nH]c2c1C)-c1nonc1CC3`?
RGS7-Gao: 103; Bim-Bfl-1: 0; RGS4-Gao reg: 100; Bcl-2 Bim block: -9; Bim-Mcl-1: -2; ABCB1 inh: 0.4; RGS8-Gao reg: 101; Bcl-W Bim block: -4; ABCG2 block: 2; Bim-Bcl-XL: -5; Bcl-B Bim block: -3

(next part)
Results for O=c1cc(-c2ccccc2)[nH]c2cc(F)ccc12 ?
RGS7-Gao: 104; Bim-Bfl-1: -3; RGS4-Gao reg: 101; Bcl-2 Bim block: 0; Bim-Mcl-1: -2; ABCB1 inh: 0.3; RGS8-Gao reg: 103; Bcl-W Bim block: -3; ABCG2 block: 0; Bim-Bcl-XL: -2; Bcl-B Bim block: -3

What do the screens show for `CCNC(=S)NNC(=O)c1ccc(=O)n(Cc2ccccc2)c1`?
RGS7-Gao: inconclusive; Bim-Bfl-1: -3; RGS4-Gao reg: 103; Bcl-2 Bim block: -5; Bim-Mcl-1: -3; ABCB1 inh: 1.2; RGS8-Gao reg: 101; Bcl-W Bim block: -1; ABCG2 block: 8; Bim-Bcl-XL: -4; Bcl-B Bim block: -16

How did COCCNC(=S)N1CCN(C(=O)C(=O)Nc2ccc(C(=O)OC)cc2)CC1 do in these assays?
RGS7-Gao: 97; Bim-Bfl-1: -11; RGS4-Gao reg: 102; Bcl-2 Bim block: -6; Bim-Mcl-1: -2; ABCB1 inh: 1.3; RGS8-Gao reg: 108; Bcl-W Bim block: -10; ABCG2 block: 19; Bim-Bcl-XL: -9; Bcl-B Bim block: -12

What do the screens show for `COc1ccc(N2CCN(C(=O)CNS(=O)(=O)c3ccc(C)cc3)CC2)cc1`?
RGS7-Gao: 90; Bim-Bfl-1: -3; RGS4-Gao reg: 91; Bcl-2 Bim block: 1; Bim-Mcl-1: 3; ABCB1 inh: -0.5; RGS8-Gao reg: 98; Bcl-W Bim block: 1; ABCG2 block: -2; Bim-Bcl-XL: -2; Bcl-B Bim block: -1

How did CCOC(=O)CN1C(c2ccccc2O)Nc2ccc(Br)cc2C1c1ccccc1 (stereo not drawn) do in these assays?
RGS7-Gao: 105; Bim-Bfl-1: 12; RGS4-Gao reg: 107; Bcl-2 Bim block: 11; Bim-Mcl-1: 17; ABCB1 inh: 0.1; RGS8-Gao reg: 99; Bcl-W Bim block: 13; ABCG2 block: 2; Bim-Bcl-XL: 14; Bcl-B Bim block: 15

What do the screens show for `S=C(c1ccc[nH]1)N1CCOCC1`?
RGS7-Gao: 101; Bim-Bfl-1: 0; RGS4-Gao reg: 105; Bcl-2 Bim block: 7; Bim-Mcl-1: -7; ABCB1 inh: 0.3; RGS8-Gao reg: 91; Bcl-W Bim block: -6; ABCG2 block: 1; Bim-Bcl-XL: -6; Bcl-B Bim block: -3

How did CC1CCCC(C)N1C(=O)c1cc2ncc(CCCl)cn2n1 (stereo not drawn) do in these assays?
RGS7-Gao: 101; Bim-Bfl-1: -4; RGS4-Gao reg: 101; Bcl-2 Bim block: -1; Bim-Mcl-1: -2; ABCB1 inh: 1.1; RGS8-Gao reg: 104; Bcl-W Bim block: 0; ABCG2 block: 10; Bim-Bcl-XL: -4; Bcl-B Bim block: -3

What do the screens show for `O=C1CC(N2CCC(c3nc4ccccc4s3)CC2)C(=O)N1` (stereo not drawn)?
RGS7-Gao: 99; Bim-Bfl-1: -12; RGS4-Gao reg: 100; Bcl-2 Bim block: -9; Bim-Mcl-1: -3; ABCB1 inh: 0.3; RGS8-Gao reg: 102; Bcl-W Bim block: -2; ABCG2 block: 1; Bim-Bcl-XL: -6; Bcl-B Bim block: -7

What do the screens show for `COc1ccc(NC(=S)N2CCN(c3ccccn3)CC2)cc1`?
RGS7-Gao: 101; Bim-Bfl-1: -9; RGS4-Gao reg: 102; Bcl-2 Bim block: -4; Bim-Mcl-1: -1; ABCB1 inh: 0.4; RGS8-Gao reg: 102; Bcl-W Bim block: -3; ABCG2 block: 9; Bim-Bcl-XL: -6; Bcl-B Bim block: -4

Results for Cc1ccc(-c2c(C)sc(NC(=O)C3C4CCC(O4)C3C(=O)O)c2C(=O)OC(C)C)cc1 (stereo not drawn) ?
RGS7-Gao: 103; Bim-Bfl-1: -2; RGS4-Gao reg: 98; Bcl-2 Bim block: 0; Bim-Mcl-1: 3; ABCB1 inh: 0.1; RGS8-Gao reg: 101; Bcl-W Bim block: 0; ABCG2 block: 0; Bim-Bcl-XL: -2; Bcl-B Bim block: 1

Results for COc1cccc(NC(=O)Nc2cc(Cl)ccc2C)c1 ?
RGS7-Gao: 98; Bim-Bfl-1: -5; RGS4-Gao reg: 95; Bcl-2 Bim block: 0; Bim-Mcl-1: -1; ABCB1 inh: -0.4; RGS8-Gao reg: 105; Bcl-W Bim block: 0; ABCG2 block: 0; Bim-Bcl-XL: -5; Bcl-B Bim block: -5

What do the screens show for `O=C(NCc1ccco1)c1cnn2c(C(F)F)cc(-c3ccccc3)nc12`?
RGS7-Gao: 96; Bim-Bfl-1: -4; RGS4-Gao reg: 93; Bcl-2 Bim block: -7; Bim-Mcl-1: -2; ABCB1 inh: -2.2; RGS8-Gao reg: 98; Bcl-W Bim block: 0; ABCG2 block: -1; Bim-Bcl-XL: 5; Bcl-B Bim block: -7

How did Cc1noc(C)c1S(=O)(=O)Nc1ccc(C(=O)N2CCC(C)CC2)cc1 do in these assays?
RGS7-Gao: 90; Bim-Bfl-1: -1; RGS4-Gao reg: 96; Bcl-2 Bim block: -1; Bim-Mcl-1: -3; ABCB1 inh: 0.2; RGS8-Gao reg: 98; Bcl-W Bim block: -2; ABCG2 block: -1; Bim-Bcl-XL: 0; Bcl-B Bim block: -5

What do the screens show for `COc1ccc([N+](=O)[O-])cc1C(=O)Nc1ccc(Cc2ccncc2)cc1`?
RGS7-Gao: 101; Bim-Bfl-1: -5; RGS4-Gao reg: 98; Bcl-2 Bim block: -2; Bim-Mcl-1: 0; ABCB1 inh: 0.5; RGS8-Gao reg: 100; Bcl-W Bim block: 2; ABCG2 block: 5; Bim-Bcl-XL: 0; Bcl-B Bim block: -1
